Screens: PubChem BioAssay, NCI
Growth percent in the NCI-60 one-dose screen (48 h, 10 µM unless noted): 100 = growth as untreated, 0 = no growth, -100 = all killed.
HL-60(TB) = HL-60(TB) leukemia cells | actives 9% (n = 78,000); active means growth percent below 10
Active calls of the source: *; [ ] = another dose, or the depositor's remark. Not all compounds are listed; rates above refer to the full screens.

A first look (17 entries):
SMILES	HL-60(TB)
NCCCCCCNc1cc(-c2cccc(OC(F)(F)F)c2)nc2ccc(N3CCCC3)cc12	-60*
N#CC12C(=O)N=C(N)C1(C#N)C2C(=O)c1ccccc1 (configuration not stated)	80
O=C(O)CSC(=S)N1CCOCC1	104
Cc1cc([N+](=O)[O-])c2ccccc2c1N	87
CCN(CC)CCCNc1c2ccc(Cl)cc2nc2ccc(OC)cc12	-50*
C#CCOC(=O)[C@@H]1CCCN1C(=O)OC(C)(C)C	78
COCc1c(C#N)c(Cl)nc(C)c1[N+](=O)[O-]	99
Cc1oc2ccccc2[n+]1C	102
COC(=O)c1cc(=O)nc(NN=C2c3ccccc3-c3ccccc32)s1	55
NC(=S)Cc1ccccc1	99
O=C(O)c1cn(C2CC2)c2cc(N3CCN(Cn4nc(-c5ccccn5)oc4=S)CC3)c(F)cc2c1=O	101
CCC(O)(CC(=O)O)c1ccccc1 (configuration not stated)	100
COc1ccc2nc(-c3nonc3-n3cccc3)[nH]c2c1	130
COc1cc(C2CC(c3ccc(F)cc3)=Nc3c(N)nc(N)nc3N2)ccc1Oc1nc(Nc2ccc(F)cc2)nc(N(C)C)n1 (configuration not stated)	14
C=CCn1c(SCC(=O)Nc2ccc(C(=O)/C=C/c3cc(OC)c(OC)c(OC)c3)cc2)nnc1-c1ccc(OC)c(OC)c1	92
O=C(Nc1ccc(Cl)cc1)Nc1ccc(Nc2nncc3ccccc23)cc1	18
COC(=O)c1ccc(C(=O)Nc2cccc(-c3cc(=O)c4c(OC)c(OC)c(OC)cc4o3)c2)cc1	82

The list itself, previewed entries included:
SMILES	HL-60(TB)
NCCCCCCNc1cc(-c2cccc(OC(F)(F)F)c2)nc2ccc(N3CCCC3)cc12	-60*
N#CC12C(=O)N=C(N)C1(C#N)C2C(=O)c1ccccc1 (configuration not stated)	80
O=C(O)CSC(=S)N1CCOCC1	104
Cc1cc([N+](=O)[O-])c2ccccc2c1N	87
CCN(CC)CCCNc1c2ccc(Cl)cc2nc2ccc(OC)cc12	-50*
C#CCOC(=O)[C@@H]1CCCN1C(=O)OC(C)(C)C	78
COCc1c(C#N)c(Cl)nc(C)c1[N+](=O)[O-]	99
Cc1oc2ccccc2[n+]1C	102
COC(=O)c1cc(=O)nc(NN=C2c3ccccc3-c3ccccc32)s1	55
NC(=S)Cc1ccccc1	99
O=C(O)c1cn(C2CC2)c2cc(N3CCN(Cn4nc(-c5ccccn5)oc4=S)CC3)c(F)cc2c1=O	101
CCC(O)(CC(=O)O)c1ccccc1 (configuration not stated)	100
COc1ccc2nc(-c3nonc3-n3cccc3)[nH]c2c1	130
COc1cc(C2CC(c3ccc(F)cc3)=Nc3c(N)nc(N)nc3N2)ccc1Oc1nc(Nc2ccc(F)cc2)nc(N(C)C)n1 (configuration not stated)	14
C=CCn1c(SCC(=O)Nc2ccc(C(=O)/C=C/c3cc(OC)c(OC)c(OC)c3)cc2)nnc1-c1ccc(OC)c(OC)c1	92
O=C(Nc1ccc(Cl)cc1)Nc1ccc(Nc2nncc3ccccc23)cc1	18
COC(=O)c1ccc(C(=O)Nc2cccc(-c3cc(=O)c4c(OC)c(OC)c(OC)cc4o3)c2)cc1	82
Cc1nc2ncccc2c(=O)n1-c1ccc(S(=O)(=O)Nc2ncccn2)cc1	77
CCOC(=O)CN(Cc1ccccc1)c1c(NC2CCCCC2)oc(=O)c2ccccc12	108
NC(=S)N/N=C(/CCN1CCCC1)CC(C1=C(O)C2=CCCCC2OC1=O)c1ccccc1 (configuration not stated)	73
Nc1c(C(=O)Nc2ccncc2)sc2nc3c(cc12)CCCCCC3	67
CN(C)CCN(Cc1ccc(Cl)s1)c1ccccn1	89
CCO/C([O-])=N\c1c[n+](N2CCOCC2)no1	104
O=C1CCC(NCc2ccc(Cl)cc2)N1 (configuration not stated)	96
CCCCc1oc2ccc([N+](=O)[O-])cc2c1C(=O)c1ccc(C#Cc2ccc(CC)cc2)cc1	86
CC(C)=C1C=C2CC[C@@H]3[C@](C)(CCC[C@@]3(C)C(=O)O)[C@H]2CC1	105
CC(=O)c1c(C)[nH]c(-c2nc3ccc(N4CCN(C)CC4)cc3[nH]2)c1-c1ccc(N(C)C)cc1	-17*
COc1ccc2c(c1)CCC(c1nc3ccc(C)cc3[nH]c1=O)C2=O (configuration not stated)	95
Cc1ccccc1Nc1ncnc2[nH]ncc12	125
CC[C@H](C)[C@H](NC(=O)Nc1ccccc1)C(=O)N(C)[C@H](C[C@@H](OC(C)=O)c1nc(C(=O)N[C@@H](Cc2ccccc2)C[C@H](C)C(=O)OC)cs1)C(C)C	-17*
CC(C)CC(C(=O)O)N1C(=O)/C(=C\c2ccc(-c3ccc(Cl)cc3)o2)SC1=S (configuration not stated)	99
CC(C)Cn1c(O)c(N=Nc2nc(-c3cc4ccccc4oc3=O)cs2)c2ccccc21	102
CCCC[n+]1c(/C=C\c2c(OC)cc(OC)cc2OC)ccc2ccccc21	-59*
O=C1CCN(C(=O)c2ccccc2)CC1	92
COc1cc2c(c(OC)c1OC)-c1ccc(SC)c(=O)cc1[C@@H](NC1OC(CO)C(O)C(O)C1O)CC2 (some centres not stated)	-39*
O=c1nc2s/c(=C\c3ccccc3Cl)c(=O)n2c2nc(-c3ccccc3)c(-c3ccccc3)nc12	89
N#C/C(=C/c1cccc(Oc2ccccc2)c1)c1ccccc1	97
CCOC(=O)CSc1c(-c2ccccc2)c2cc(Cl)ccc2[nH]c1=O	85
Cn1c(=O)c2[nH]c(CN)nc2n(C)c1=O	136
Cc1ccc(-c2cc(C(=O)Nc3ccc(S(=O)(=O)N4CCCCC4)cc3)[nH]n2)c(O)c1	49
O=C(NNC(=S)Nc1ccccc1)c1ccncc1	117
CCCCCCCCOc1cc(/C=N/Nc2cc(C)nc3ccc(Cl)cc23)cc(OCCCCCCCC)c1OCCCCCCCC	111
CC(=O)N(C)c1cc(Cl)ccc1O	102
COc1ccc(C2CC(=O)N(c3cc(OC)c(OC)c(OC)c3)C3=NC(=O)N(C)C32)cc1 (configuration not stated)	109
ClCC1CSC(c2ccccc2)O1 (configuration not stated)	101
CON=C1CCC(C(C)(C)C)CC1 (configuration not stated)	110
CC(C)NCCCNC1=C(Cl)C(=O)c2ccccc2C1=O	11
CC(CCc1ccccn1)C(=O)C(C)CCc1ccccn1 (configuration not stated)	100
C/C(Cc1ccc(Cl)cc1)=C(/c1ccc(Cl)cc1)c1ccc(OCCN2CCCCC2)cc1	74
CCNCc1ccncc1	96
O=C(COc1ccc(-c2nc3ccccc3[nH]2)cc1)N=Nc1c(O)[nH]c2ccc(Cl)cc12	40
O=C(Nc1ccccc1O)c1ccc(CNC(=O)c2ccsc2Nc2ccnc(C(F)(F)F)c2)cc1	7.4*
Cc1cc(=O)oc2cc(Oc3nc(-c4cccs4)cn4c(-c5cccs5)cnc34)ccc12	78
CCCS(=N)(=O)CCC(N)C(=O)O (configuration not stated)	101
CN1C(=O)N(C)C2Nn3c(s/c(=C4\C(=O)N(CCc5ccccc5)c5ccccc54)c3=O)=NC21 (configuration not stated)	57
O=C(CCCc1ccccc1)c1ccccc1	89
COC1(C)NC(Cl)=C(C#N)C(C#N)(C#N)C1(C)C (configuration not stated)	82
COc1cc(CSC(=N)N)cc(OC)c1	80
COc1cc(/C=C2\Oc3cc(C)c(Cl)cc3C2=O)ccc1O	108
CN1CC[C@]23C1=NCC[C@@]21C(=Nc2c(Cl)cc(Cl)cc21)Nc1cc(Br)ccc13	74
Remaining list, next part:
SMILES	HL-60(TB)
CCOC(=O)C(Cc1cc(I)c(O)c(I)c1)NC(=O)c1ccccc1 (configuration not stated)	90
O=C(O)Cc1ccc2c(c1)CCC2	73
COc1ccc(NC(=O)N2CCN(C(=O)Nc3ccc(OC)cc3)CC2)cc1	83
O=C(Nc1nc2ccc([N+](=O)[O-])cc2s1)Nc1cc(Cl)ccc1I	-48*
C/C=C1\C(O)CC2C3CCC4=CC(=O)CC[C@]4(C)C3CC[C@]12C (some centres not stated)	118
C=C(CN1CCN(c2cccc(C(F)(F)F)n2)CC1)c1ccc(C(=O)Nc2ccccc2N)cc1	-27*
CC(=O)Nc1cc(N)ccc1C	92
[O-][n+]1c(Cl)cc(Cl)c2ccccc21	85
O=C(Nc1ccccc1)Nc1ccc(Cl)c(Cl)c1	71
O=[N+]([O-])c1ccc(N/N=C/c2ccccc2)nc1	103
CC(=O)O[C@H](C)[C@H]1O[C@H]2CC(=O)O[C@H]2[C@@H]1O	88
N=C(N)c1ccc(N=Nc2ccc(O)c3c2ccc[n+]3[O-])cc1	56
CC(C)Sc1nc(-c2ccc(OCc3ccccc3)cc2)c(C#N)c(=O)[nH]1	105
O=C(Nc1ccc(Cl)cc1)Nc1nc2ccc(OC(F)(F)F)cc2o1	83
N#Cc1ccc2cc1OC/C=C\COc1cc([N+](=O)[O-])ccc1NS(=O)(=O)N2	94
CO[C@H]1CC[C@H](C)[C@@H]([C@@H](C)[C@@H](O)[C@@H](C)[C@@H](O)[C@@H](C)COC(=O)c2ccc(Br)cc2)O1	106
COc1ccc(-n2nc(C)c3c(Nc4ccc(NC(=O)Nc5ccc(Cl)c(C(F)(F)F)c5)cc4)ncnc32)cc1	-9.5*
C[C@@H]1CC[C@@H]2[C@@H]1[C@H](OC(=O)/C=C/c1ccccc1)[C@]1(C3CCCCC3)C[C@@H](OC(=O)CO)[C@@]2(C)O1	75
CC(CS)CS	104
CC(=O)c1c(O)cc2c3c1OC(C)(C)C1CCC(C)(CC31)O2 (configuration not stated)	89
O=C(COc1ccc(Cl)cc1Cl)Oc1coc(CSc2nc3ccccc3s2)cc1=O	100
CC(=O)CCN1CCOCC1	110
CC1(c2ccccc2)C(C#N)C(=O)NC(=O)C1C#N (configuration not stated)	67
COc1cccc(-n2cc(-c3nc(Cl)c4ccccc4n3)nn2)c1	97
O=C(/C=C/c1cccc(F)c1)OCc1ccc2cc1OCC#C/C=C\C#CCO2	90
CCOC(=O)C1[C@@H]2C(=O)N(Cc3ccc4c(c3)OCO4)C(=O)[C@@H]2[C@H](c2cn(-c3ccccc3)nc2-c2ccccc2)N1Cc1ccccc1 (some centres not stated)	113
COc1ccc(C2CC(c3cc(C)ccc3C)=NN2c2ccc(S(=O)(=O)NC(=O)NCc3ccccc3)cc2)cc1OC (configuration not stated)	51
COc1ccc2[nH]c(=O)c(O)c(-c3ccc(F)cc3)c2c1	82
O=C(N/N=C/c1ccc(O)cc1O)c1cccc(Nc2ccnc(C(F)(F)F)c2)c1	8.2*
c1ccc2c(CN3CC3)c[nH]c2c1	151
O=c1c2ccccc2[nH]c2cc3c(=O)n4ccccc4nc3cc12	110
CC(C)(CO)NC(Cc1ccccc1)c1ccccc1 (configuration not stated)	104
Nc1nc(Nc2ccccc2)c2cc[nH]c(=O)c2n1	99
C#Cc1ccc(-n2c(/C=C/c3ccc(Cl)c(F)c3)nc3ncccc3c2=O)cc1	-36*
COc1ccc(-n2ncc3c2ccc2cc(S(=O)(=O)c4ccccc4)c(=O)n(C)c23)cc1	110
Nc1c(C(=O)Nc2cccc3ccccc23)sc2nc3c(cc12)C(=O)CCC3	3.9*
CC(C)(C)c1ccc(C(=O)C[n+]2cccc(Br)c2)cc1	106
CCCCCCCCCCCCCCCCOP(=O)([O-])OCC[N+](C)(C)C	-30*
COc1ccc(Cl)c2c(=O)cc(C)[nH]c12	98
COc1ccc(N=Nc2c(N)nn3c(-c4ccc(C)cc4)ccnc23)cc1	81
COc1ccc(CCN2C(=O)CSC2=S)cc1OC	62
Nc1nc(-c2ccc(Cl)cc2Cl)cc(-c2cc3cc(Br)ccc3oc2=O)n1	106
COc1cc(CC(=O)n2ncc3cc(N)ccc32)cc(OC)c1OC	93
O=C(O)C1(Nc2ccc([N+](=O)[O-])cc2[N+](=O)[O-])CCCC1	103
COC(=O)[C@@H](C)C[C@H](Cc1ccccc1)NC(=O)c1csc([C@@H](C[C@H](C(C)C)N(C)C(=O)[C@@H](NC(=O)[C@H]2CCCCN2C)C2CC2)OC(C)=O)n1	-26*
N#Cc1cc([C@@H]2Nc3cc4c(cc3[C@H]3C5CCC(C5)[C@@H]23)C(=O)NC4)ccc1F (some centres not stated)	95
Nc1c(C(=O)c2ccc(Cl)cc2)sc(S)c1-c1nc2ccccc2s1	109
CC1=NN(C(N)=S)C(c2ccc(N(C)C)cc2)C1 (configuration not stated)	75
CCC(=O)OCCc1ccccc1	101
CCN(CC)C(=O)COc1ccc(C=C2C(=O)NC(=O)NC2=O)cc1	103
C1N2CN3CN1CN(C2)C3	93
OC1C=C(c2ccccc2)C(O)(c2ccccc2)C1 (configuration not stated)	113
C[C@@H]1CN(Cc2ccc(/C=C/c3n[nH]c4ccc5nc(-c6cn[nH]c6C(F)(F)F)c6c(c5c34)CCCC6)cc2)C[C@H](C)O1	47
CC(C)OC(=O)CC[C@H](N)C(=O)O	103[20 µM]
CCNCCCCNCCCCNCCCCNCCCCNCC	127
NS(=O)(=O)c1ccc(NC2N=C(c3ccc(O)cc3)Nc3n[nH]c(Nc4ccccc4)c32)cc1 (configuration not stated)	58
Cn1cc(-c2cc3nc(-c4cn(C)c5ncccc45)cc(N)n3n2)c2cc(F)ccc21	7.1*
COc1ccc(/C=N/N2CN(C(C)C(=O)O)C(O)(CCl)N=C2N)cc1OC (configuration not stated)	96[100 µM]
O=C(NCCS(=O)OO)c1ccccc1 (configuration not stated)	97
CC(C)=CC(=O)CC(=O)C(=O)Nc1ccc(Cl)c(Cl)c1	98
The list continues:
SMILES	HL-60(TB)
COc1cc(-c2nc3ccc([N+](=O)[O-])cc3[nH]2)ccc1OCC(=O)N=Nc1c(O)[nH]c2ccccc12	99
Nc1[nH]nc2c1-c1nc3ccccc3n1C1(CCCc3ccccc31)N2 (configuration not stated)	109
NC(=O)C(Br)c1ccccc1 (configuration not stated)	98
COCCCNCC(=O)Nc1cccc(Cl)c1C	101
O=[N+]([O-])c1ccc(CSCc2ccc([N+](=O)[O-])cc2)cc1	48
Cc1ccc(Nc2nnc(-c3ccc(O)cc3)o2)cc1	82
CC(C)n1c(/C=C/[C@@H](O)C[C@@H](O)CC(=O)O)c(-c2ccc(F)cc2)c2ccccc21	91
O=C1c2ccccc2C(=O)c2c1ccc1ccccc21	73
